HSP90 refold inh – HSP90 inhibitors, primary screen, cell lysate, luminescence; Heat shock protein HSP 90 (rabbit reticulocyte lysate; luciferase refolding); Rabbit reticulocyte lysate, luciferase refolding luminescence, 3 h; inhibition, % at 5.6 µM; 290,000 tested, 0.91% active; AID 1789, 2009;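 active = inhibition above the screen-wide mean plus 3 SD, computed separately per campaign, cut at about 16% in these data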;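 note: 0% = DMSO wells and 100% = 60 µM geldanamycin wells; inhibitors lower the luminescence because luciferase stays unfolded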
PolyA inhibitor – polyadenylation inhibitors in yeast reporter cells, primary screen, luminescence, S. cerevisiae; AID 1875, 2009; S. cerevisiae SKY197-pL101 polyadenylation reporter, beta-gal luminescence; efflux-impaired pdr1/pdr3 knockout yeast; score 100 = 6 SD above DMSO; 300,000 tested, 0.02% active; calls only at 12 µM;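 active = lowest replicate activity score at least 50, where 100 means six control SD above control mean; inconclusive = lowest score under 50 but half or more replicates reach 50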;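 note: yeast exposed to compound for 9 h at 30 °C; higher score means more reporter readthrough which indicates perturbed polyadenylation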
HSF-1 act – HSF-1 activators, primary screen, NIH3T3-HGL cells, MG132 stress, luminescence, single point. NIH3T3-HGL HSF-1 luciferase reporter, 8 h; 100% = twice DMSO control signal. activation, % at 9 µM. 300,000 tested, 1.7% active;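 active = mean replicate activation of at least 50% with a set share of replicates each reaching 50%; inconclusive = only one of those two conditions met; inactive = mean below 50% and too few replicates reaching it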;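 note: 0% = median of the neutral control wells and 100% = twice that signal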
AI-2 QS mod – Vibrio harveyi AI-2 quorum sensing modulators, primary screen, JMH597 strain, luminescence/OD600 ratio. Vibrio harveyi JMH597 AI-2 luminescence/OD600 ratio, 9 h; stronger effect = lower value; strain lacks LuxN and CqsS sensors; 0 = neutral-control median. activity change, % at 7.5 µM. 300,000 tested, 0.4% active; in the data active = activity change below about -75%, passing the limit was not always enough; inconclusive = no clear call, values can overlap the other calls;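 note: luminescence divided by OD600 gain over 9 h not by final OD600 alone; inactives centre near 13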
HSF1 inh – HSF1 inhibitors in luciferase reporter cells, primary screen, cell-based, NIH3T3, luminescence; NIH3T3-HGL HSE-luciferase, MG132-induced, luminescence 8 h; stronger effect = lower value; activity change, negative = inhibition, % at 7.5 µM (by protocol); 300,000 tested, 0.77% active; AID 2098, 2009;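 active = more than half of replicate wells show activity change below -50%, luminescence cut by over half; inconclusive = some wells, but at most half, below -50%; inactive = no replicate well below -50%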;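 note: luciferase reports HSF-1 transcriptional activity via heat shock element; 0% = median of DMSO wells and -100% = zero luminescence signal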
KLF5 inh – KLF5 expression inhibitors, primary screen, DLD-1 cells, luminescence | DLD-1 KLF5 promoter-luciferase reporter | inhibition, % at 5 µM | 290,000 tested, 0.23% active | AID 1700, 2009;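 active = inhibition above a per-plate limit of that plate's mean compound inhibition plus 3 SD, cut at about 60% in these data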;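 note: 0% = DMSO wells and 100% = LY294002 at 200 µM; higher means less KLF5 promoter-driven luciferase light; inactives centre near -14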
aSyn UTR inh – MLPCN primary screen, SNCA 5' untranslated region; alpha-synuclein 5'UTR reporter, inhibitor activity; inhibition, % (tested at 7.5 µM); 300,000 tested, 0.82% active; AID 1813, 2009; in the data active = inhibition above about 60%; inconclusive = no clear call, values can overlap the other calls;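 note: H4 neuroglioblastoma cells stably carrying SNCA 5'UTR luciferase fusion; 0% = DMSO wells and 100% = positive control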
IEC-6 tox – cytotoxicity in IEC-6 intestinal epithelial cells, primary screen, cytotoxicity control for KLF5 inhibitor project, cell-based, luminescence. IEC-6 cytotoxicity, luminescence viability. inhibition, % at 5 µM. 290,000 tested, 0.78% active; in the data active = inhibition above about 22%;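 note: 0% = plate median of test compound wells and 100% = cytotoxic reference compound wells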
GSK3 alpha inh – blockers of GSK3A enzyme activity – biochemical, luminescence, cell-free homogeneous, HTS, primary screen. inhibition, % at 10 µM. GSK-3 alpha kinase, ADP-Glo luminescence, 60 min. 320,000 tested, 0.1% active. Glycogen synthase kinase-3 alpha (Homo sapiens), P49840. AID 2650, 2010;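 in the data active = inhibition above about 50%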;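 note: GST-tagged GSK-3 alpha with peptide substrate and 25 µM ATP; 0% = DMSO neutral wells and 100% = GW8510 positive control wells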
Target sequence (P49840 whole entry, looked up): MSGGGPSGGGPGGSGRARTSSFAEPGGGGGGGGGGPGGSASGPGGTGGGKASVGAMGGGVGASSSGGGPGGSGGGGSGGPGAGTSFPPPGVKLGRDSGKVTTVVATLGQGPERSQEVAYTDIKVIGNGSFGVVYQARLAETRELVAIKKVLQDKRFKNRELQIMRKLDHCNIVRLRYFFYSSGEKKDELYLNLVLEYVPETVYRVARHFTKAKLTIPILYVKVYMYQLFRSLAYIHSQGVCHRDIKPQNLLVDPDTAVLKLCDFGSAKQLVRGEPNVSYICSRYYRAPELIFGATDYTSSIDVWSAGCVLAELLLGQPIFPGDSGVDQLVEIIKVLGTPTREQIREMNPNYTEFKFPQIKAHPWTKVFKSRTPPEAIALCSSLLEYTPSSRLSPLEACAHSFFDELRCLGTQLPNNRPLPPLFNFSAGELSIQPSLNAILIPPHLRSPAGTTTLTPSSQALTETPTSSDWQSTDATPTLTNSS
GSK3beta inhib – human GSK3beta kinase inhibitors, primary screen, biochemical, cell-free homogeneous, HTS. Glycogen synthase kinase-3 beta (Homo sapiens), P49841. GST-GSK3beta kinase, ADP-Glo luminescence, 60 min; stronger effect = lower value. activity score (negative = inhibition), % at 10 µM. 300,000 tested, 0.038% active;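 active = more than half of replicate wells score below -50%, meaning over 50% inhibition versus plate controls; inconclusive = some replicates but at most half score below -50%; inactive = no replicate scores below -50%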;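 note: 0% = median DMSO wells and -100% = median GW8510 positive control wells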
Target sequence (P49841 whole entry, looked up): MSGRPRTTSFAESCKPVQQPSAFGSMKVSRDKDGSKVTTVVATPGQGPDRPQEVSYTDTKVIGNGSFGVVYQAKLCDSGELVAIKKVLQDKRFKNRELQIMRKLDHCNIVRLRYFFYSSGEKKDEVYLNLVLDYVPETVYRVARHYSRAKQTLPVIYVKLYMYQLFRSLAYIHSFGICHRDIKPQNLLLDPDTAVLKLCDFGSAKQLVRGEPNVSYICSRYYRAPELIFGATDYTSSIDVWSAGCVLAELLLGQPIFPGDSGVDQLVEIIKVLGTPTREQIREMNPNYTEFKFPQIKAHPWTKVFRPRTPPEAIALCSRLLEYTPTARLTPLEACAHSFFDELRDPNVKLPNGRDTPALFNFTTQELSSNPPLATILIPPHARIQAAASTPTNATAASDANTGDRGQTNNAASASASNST
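Assay system: GST-tagged human GSK3beta kinase, cell-free; Input: 1.6 ng GSK3beta; Medium: Tris/MgCl2 kinase buffer; Timing: 60 min enzyme reaction, room temperature; Signal: ADP-Glo luminescence quantifying ADP generated by kinase; Evaluation: score relative to plate controls; Benchmarks: DMSO neutral wells and GW8510 at 20 µM as positive.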
Numbers without * were called inactive; i = inactive; ? = inconclusive; · = no result given. This is a subset, so the mix of outcomes need not match the whole.

SMILES | HSP90 refold inh | PolyA inhibitor | HSF-1 act | AI-2 QS mod | HSF1 inh | KLF5 inh | aSyn UTR inh | IEC-6 tox | GSK3 alpha inh | GSK3beta inhib
COc1cccc(C(=O)O/N=C(\N)Cc2ccc(Cl)cc2)c1 | 3 | i | 19 | -92* | 16 | -5 | -7 | -8 | -2 | 2
Cc1c(NC(=O)C(C)OC(=O)/C=C/c2ccc3c(c2)OCO3)c(=O)n(-c2ccccc2)n1C (stereo unspecified) | -2 | i | -12 | 8 | -1 | -9 | -35 | -1 | 1 | 3
O=C(Nc1cccc(-c2nc3ccccc3c(=O)o2)c1)c1ccccc1 | 2 | i | -8 | 15 | 3 | -42 | 18 | -3 | -1 | -1
CC(=O)N[C@H]1[C@H](Oc2ccc3c(c2)CCC2C3CC[C@]3(C)C(=O)CCC23)O[C@H](CO)[C@@H](O)[C@@H]1O (stereo partly specified) | -2 | i | -3 | 14 | 0 | 17 | -14 | -3 | 0 | 1
O=C(NC(Cc1ccccc1)C(=O)NCCc1ccccn1)c1ccccc1 (stereo unspecified) | 3 | i | -27 | -7 | -14 | -17 | 18 | -1 | -3 | -1
CC1CCCN(C(=S)NCc2ccccc2)C1 (stereo unspecified) | 2 | i | 1 | 27 | 0 | 11 | 0 | 1 | 0 | 7
Cc1ccc2nc(N3CCOCC3)c(C=O)cc2c1 | -3 | i | 45 | 0 | 14 | -28 | -37 | 3 | -1 | 0
Cc1ccc(C(=O)O)cc1NC(=O)C1=CSCCO1 | 4 | · | 7 | -5 | 3 | -17 | 1 | 1 | 1 | 0
CC(C)C(NC(=O)CNC(=O)OC(C)(C)C)C(=O)NCc1ccc(Cl)cc1 (stereo unspecified) | -1 | i | 5 | 8 | 5 | 3 | -24 | 2 | -4 | -3
O=C(O)c1ccc(CSc2nnc(-c3ccncc3)n2-c2ccc(Br)cc2)cc1 | 2 | i | -4 | 14 | 1 | -16 | -5 | -6 | 10 | -1
Cc1ccccc1C(=O)NC=C1C(=O)OC(C)(C)OC1=O | 1 | · | -13 | 19 | -7 | -16 | -16 | -2 | -4 | 2
O=S(=O)(c1ccc(F)cc1)c1nc(-c2ccccc2)oc1N1CCOCC1 | 1 | i | -41 | 13 | -26 | -20 | 10 | -4 | -1 | 0
Cc1c(Cl)cccc1NC(=S)NCC(O)c1ccccc1 (stereo unspecified) | -1 | i | -7 | 3 | 17 | -25 | -4 | 1 | · | 2
Cc1cccc(NC(=O)c2ccc(S(=O)(=O)N3CCOCC3)cc2)n1 | -2 | i | -13 | 11 | 4 | 14 | 8 | -9 | 6 | 3
O=C(c1cc([N+](=O)[O-])ccc1Cl)N1CCN(c2ccc(F)cc2)CC1 | -1 | i | 6 | 21 | -4 | -1 | 1 | 1 | -5 | -1
Cc1cccn2c(CN(C)C3CCCc4ccccc43)c(C(=O)N3CCOCC3)nc12 (stereo unspecified) | 6 | i | 0 | -4 | -1 | -6 | -15 | -6 | 1 | -1
CCOC(=O)C1(Cc2cccc(Cl)c2)CCCN(C(=O)c2cccc(C)n2)C1 (stereo unspecified) | -1 | i | 7 | -12 | 1 | -14 | -14 | -8 | 0 | 0
O=C(CSC1=NCCN1)Nc1cccc([N+](=O)[O-])c1 | -6 | i | 26 | 4 | 9 | -6 | -31 | 6 | -9 | 4
C=CCOC(=O)C1=C(C)NC(SCC(=O)OCC)=C(C#N)C1c1ccc(O)c(OC)c1 (stereo unspecified) | 6 | i | 17 | 48 | 22 | 7 | 12 | -2 | · | 4
Cc1c(NS(=O)(=O)c2ccc(NCCN3CCOCC3)c([N+](=O)[O-])c2)c(=O)n(-c2ccccc2)n1C | 3 | i | -6 | 18 | -7 | 8 | 11 | -5 | 0 | 1
COc1ccc(C2=C(Nc3ccccc3)c3ccccc3C2=O)cc1 | -2 | i | 7 | 19 | -3 | 6 | 22 | 1 | · | 0
Cn1c(=O)c2c(nc(NCCc3ccccc3)n2Cc2ccc(F)cc2)n(C)c1=O | 0 | i | 1 | 25 | 2 | -12 | 28 | 10 | 1 | 3
COc1ccc(C(=S)N2CCOCC2)cc1OC(=O)c1cc(OC)c(OC)c(OC)c1 | 1 | i | 10 | 23 | -4 | -15 | 6 | 6 | 6 | -2
CCNS(=O)(=O)c1c(C)cc(N2CCCC2=O)cc1C | 4 | i | -8 | 14 | 4 | 0 | 13 | 7 | 1 | -3
Clc1ccc(CNCCCSc2ncccn2)cc1 | -2 | i | -9 | 12 | -4 | -44 | 3 | -4 | -2 | 1
COc1ccc(NC(=O)C2CC(=O)N(c3ccccc3C)C2)c(OC)c1 (stereo unspecified) | 2 | i | 8 | -1 | -3 | -9 | 20 | 1 | 0 | 6
O=C(/C=C/c1ccc(Cl)cc1)c1ccc([N+](=O)[O-])o1 | · | i | 19 | ? | 24 | · | 48 | · | -3 | 0
Cc1ccc(NCc2nnc(SCC(=O)Nc3nnc(C)s3)n2C)cc1 | 1 | i | -9 | 20 | -5 | -30 | 7 | 0 | -1 | 2
COCCNC(=O)C1CC(c2ccc(C(F)(F)F)cc2)=NO1 (stereo unspecified) | · | i | -4 | 21 | -7 | · | 7 | · | -1 | 0
c1ccc(CSc2nnnn2-c2cccc3ccccc23)nc1 | -4 | · | · | 21 | · | 10 | · | 2 | -1 | 0
COc1cccc(NC(=O)Nc2ccc(Cc3ccncc3)cc2)c1 | 5 | i | 4 | 36 | 6 | 1 | 3 | 0 | 12 | 0
CC(C)c1nc2ccccn2c1NC1CCCCC1 | 2 | i | 2 | 19 | -4 | -17 | 13 | 3 | 1 | -2
O=C(N/N=C/c1cccc2ccccc12)c1ccccc1Cl | -6 | i | 23 | 19 | 10 | -47 | -30 | -1 | 0 | -3
COc1ccc(NC(=O)CSc2nnc(CNc3ccc(C)cc3)n2C)cc1 | -2 | i | -2 | -7 | -3 | -28 | -24 | -2 | 0 | 0
O=C(CN1C(=O)c2ccccc2S1(=O)=O)c1ccc(O)c(O)c1 | -4 | i | 21 | 16 | 5 | 2 | 64* | -5 | -2 | 0
CCOC(=O)C1(CCOc2ccccc2)CCN(Cc2ccc(O)c(OC)c2)CC1 | 1 | i | 21 | 38 | -1 | -2 | -38 | -1 | 5 | 1

The closing two records of the part above come first, to join the parts:
SMILES | HSP90 refold inh | PolyA inhibitor | HSF-1 act | AI-2 QS mod | HSF1 inh | KLF5 inh | aSyn UTR inh | IEC-6 tox | GSK3 alpha inh | GSK3beta inhib
O=C(CN1C(=O)c2ccccc2S1(=O)=O)c1ccc(O)c(O)c1 | -4 | i | 21 | 16 | 5 | 2 | 64* | -5 | -2 | 0
CCOC(=O)C1(CCOc2ccccc2)CCN(Cc2ccc(O)c(OC)c2)CC1 | 1 | i | 21 | 38 | -1 | -2 | -38 | -1 | 5 | 1
COc1cccc(-c2cc(C(=O)N3CCOCC3)no2)c1 | 18* | i | 61* | 12 | 23 | -112 | -41 | -2 | 2 | 2
COC(=O)C(CC(=O)O)NCc1ccco1 (stereo unspecified) | -4 | i | -6 | 27 | 2 | 4 | 16 | 1 | -4 | 2
Cc1cc(C)cc(NC(=O)c2ccc(S(=O)(=O)N(C)CC3CCCO3)cc2)c1 (stereo unspecified) | -4 | i | -18 | 8 | -2 | -37 | 1 | -3 | 1 | 1
Cc1ccc(NC(=O)c2ccc(COc3ccc4c(c3)CCC4)cc2)c(C)c1 | -1 | i | -4 | 18 | -2 | -10 | 20 | 7 | -1 | 3
CN(C)CCCNc1ncnc2c1cnn2-c1ccccc1 | -2 | i | 37 | 16 | 8 | -31 | -54 | -6 | 3 | 0
CC(OC(=O)C1CCCCC1)c1nc2ccccc2[nH]1 (stereo unspecified) | -1 | i | -3 | 12 | -1 | -35 | -17 | 3 | -1 | 2
CN(C)S(=O)(=O)c1ccccc1C#N | 0 | i | -1 | 40 | 9 | -12 | 12 | -5 | -1 | -3
CCOC(=O)c1cnc(SCC(C)C)nc1N | 0 | i | 47 | -7 | 26 | -126 | -104 | 4 | -25 | 2
CCN=c1scc(C)n1/N=C/c1cc(Br)c(O)c(Br)c1 | -3 | i | -13 | 40 | -1 | -17 | 10 | -1 | 1 | -2
CCCn1c(SCC(=O)Nc2nnc(CC)s2)nnc1-c1ccco1 | -3 | i | 3 | -71 | -10 | -7 | -14 | -6 | -3 | 3
O=C(Nc1nc2ccccc2[nH]1)c1ccc([N+](=O)[O-])cc1 | 3 | i | 61* | 4 | 29 | -87 | -28 | 6 | -2 | 1
COc1cc(NC(=O)c2cccc(C)c2)ccc1NC(=O)c1cc2ccccc2o1 | 8 | i | -37 | 9 | -35 | -16 | -13 | -8 | -1 | -3
C/C(=N\NC(=O)CNC(=O)C1COc2ccccc2O1)c1ccc(Cl)cc1 (stereo unspecified) | 2 | i | -4 | 19 | -10 | -8 | 14 | 1 | 1 | 3
CCC(C)c1ccc(O)c(NC(=O)c2cncc(Br)c2)c1 (stereo unspecified) | 3 | i | -10 | -85* | -3 | 0 | -43 | 2 | 1 | 3
Cc1ccccc1S(=O)(=O)Nc1nc2ccccc2nc1NCCO | 2 | i | -6 | 28 | -7 | -5 | 17 | 4 | -1 | 0
COCCCNC(=O)c1cc(Sc2ccc(F)cc2)nc2ccccc12 | 1 | i | 21 | 6 | 7 | -2 | -37 | -2 | 0 | 1
c1cncc(CNc2ccc3c(c2)OCO3)c1 | 1 | i | 18 | 33 | 6 | -41 | -52 | -1 | -1 | -1
COCCN1C(=O)C(CC(=O)Nc2ccc(C(C)=O)cc2)SC1=Nc1ccccc1 (stereo unspecified) | -4 | i | 4 | 18 | 2 | 20 | 14 | -5 | -5 | 0
CCS(=O)(=O)CCSC1OC(COC(C)=O)C(OC(C)=O)C(OC(C)=O)C1OC(C)=O (stereo unspecified) | -1 | i | -5 | 21 | -8 | -13 | -5 | 0 | -2 | -3
CCN(CC(=O)Nc1ccccc1OC)C(=O)C1CCC1 | · | i | -4 | 16 | -4 | · | 5 | · | -1 | 0

Screens (PubChem BioAssay)
